# MT stabilize HCS: microtubule stabilization, imaging screen | HeLa tubulin immunostaining HCS, 24 h; share of cells brighter than vehicle mean+2SD | % tubulin-high responders, % at 10 µM | 200,000 tested, 0.83% active;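 active means plate Z-score above 3 for both tubulin-high and condensed-nucleus cell shares, with cell loss under 80%, at 10 µM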;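 further: anti alpha tubulin signal scored within the nucleus-defined area of each cell; some results filed as inactive read as strong as hits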
# Autophagy mod: alters autophagy in cells; MEF GFP-LC3 puncta imaging; test concentration mostly 10 µM; calls only at 10 µM (by protocol); AID 463193; 190,000 tested, 0.98% active;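 active means percentage of spot-positive cells more than 3 SD above its plate mean, without a fluorescence outlier flag or 80% toxicity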;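 further: spot-positive cell cutoff set from DMSO-treated cells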
# b-catenin transl: modulators of beta-catenin nuclear translocation. HeLa beta-catenin nuclear translocation, immunofluorescence imaging. 190,000 tested, 0.3% active. nuclear translocation activity, % at 5 µM. AID 1665;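 active means nuclear translocation activity above 50% at 5 µM, with a well cell count of 50 or more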;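 further: per-cell ratio of nuclear to cytoplasmic median beta-catenin stain intensity; plate controls were DMSO negative control for no effect and GSK-3 inhibitor IX positive control for full effect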
#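 Technique: fluorescence imaging of beta-catenin antibody stain plus DAPI / Material: human HeLa cell line / Incubation: compound treatment 24 h, 37°C, 5% CO2 / Read-out basis: % activation of per-cell nuclear versus cytoplasmic median beta-catenin signal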
# Dynein transport: dynein cargo transport inhibition; 3617.4 mouse cells, GR-EGFP nuclear translocation imaging; test concentration mostly 20 µM; stimulated with dexamethasone, 1 µM; stronger effect = lower value; AID 1381; z-score, hits read low; 220,000 tested, 0.47% active;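 active means plate z-score of nuclear minus cytoplasmic receptor signal below a set negative limit, without overly bright fluorescence or cell loss, cut at about -3.5 in these data, passing the limit was not always enough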;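 further: z-score of nuclear minus cytoplasmic ring GR-EGFP intensity difference per well; some compounds called inactive have numbers as strong as hits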
#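 Medium: Induction medium lacking tetracycline, stripped serum | Probe or stimulus: 1.0 µM final dexamethasone stimulus | Schedule: 48 h induction, then 1 h compound, then 30 min agonist, 37 °C | Signal: Automated 10x imaging of fixed Hoechst-stained cells | Evaluation: Per-cell GR-EGFP intensity, nucleus versus surrounding cytoplasmic ring, well-averaged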
# WT yeast gro inh: growth inhibition of WT yeast, mitochondrial fusion screen; 190,000 tested, 2.1% active; inhibition, % at 10 µM; mitochondrial fusion phenotypic screen, WT strain; in the data active means inhibition above about 58%; tested in S. cerevisiae
# Hep lipid drop: hepatic lipid droplet formation modulation. AML12 mouse hepatocytes, oleate lipid droplets, BODIPY imaging. inhibition, % at 6.5 µM. 240,000 tested, 0.4% active;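 active means lipid droplet intensity inhibited by at least 50%, with more than 500 cells counted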
#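 Material – AML12 mouse liver cells · Also added – oleate loading, 100 µM · Compound dosing – 6.5 µM single-point dosing · Times – overnight treatment with compound plus oleate · Measured by – fluorescence imaging, 20x objective, two fields per well · Read-out – percent inhibition of filter-corrected integrated lipid droplet intensity per well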
# XIAP displacement: small molecules displacing peptide from XIAP – biochemical, IAP family, fluorescence polarization (AID 1018). XIAP BIR domain, fluorescence polarization peptide displacement; higher % means a stronger effect. displacement, % at 20 µM; hits with a dose series show IC50 in µM. 200,000 tested, 0.007% active; in the data active means displacement above about 50%; further: a part of the inactive calls stands beside numbers as strong as those of hits
# Insulin prom up: MIN6 insulin promoter up-regulation. MIN6 insulin promoter-GFP reporter, high-content imaging; stronger effect = higher value. z-score at 5 µM. 190,000 tested, 0.3% active. AID 1625;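 active means z-score above 3 at 5 µM with at least 500 cells counted in the well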
# CSM14.1 death rescue: rescue of cells from ER stress-induced death, primary screen, 384-well, CSM14.1, thapsigargin, ATP luminescence (AID 1222) | CSM14.1 thapsigargin-induced death rescue, ATP luminescence; higher % means a stronger effect | one-dose cellular ATP content (survival), % at 20 µM; EC50 in µM for titrated hits | 190,000 tested, under 10 active;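 active means EC50 below 50 µM in the dose-response confirmation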;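 further: death triggered by thapsigargin at about 15 µM added after 2 h compound pretreatment; cell ATP read after overnight thapsigargin exposure of roughly 18 to 22 hours; normalized against plate controls of thapsigargin alone and 5% DMSO vehicle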
# WT yeast gro inh mutant strain: second read-out of WT yeast gro inh, no call of its own (marks repeat the call); inhibition, %; mitochondrial fusion phenotypic screen, mutant strain inhibition
# Dynein transport cytoplasmic EGFP: also measured in Dynein transport; calls as there; z-score; measured here: cytoplasmic GR-EGFP intensity; stronger effect = higher value
# Dynein transport nuclear GR-EGFP: recorded beside Dynein transport, whose call it bears; z-score; measured here: nuclear GR-EGFP intensity;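 lower value marks the stronger effect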
# Dynein transport cell count: second read-out of Dynein transport, no call of its own (marks repeat the call); z-score; measured here: cell count per field
# Insulin prom up cell count: also measured in Insulin prom up; calls as there; cell count; measured here: cytotoxicity, nuclei count;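 total cells summed across four imaged fields per well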
# Hep lipid drop cells 6.5 µM: second read-out of Hep lipid drop, no call of its own (marks repeat the call); cell count; measured here: cell count, cytotoxicity flag;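 cells counted across two imaged fields per well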
# b-catenin transl cell count 5 µM: second read-out of b-catenin transl, no call of its own (marks repeat the call); cell count; measured here: cell count, cytotoxicity flag
# MT stabilize HCS Hoechst-high %: also measured in MT stabilize HCS; calls as there; % Hoechst-high responders; measured here: nuclear condensation Hoechst responders;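 share of cells brighter than vehicle mean plus two SD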
# MT stabilize HCS cytotoxicity %: recorded beside MT stabilize HCS, whose call it bears; toxicity, %; measured here: cytotoxicity by cell density;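 0% = mean cell density of plate MIN control wells and 100% = no cells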
# Autophagy mod cell loss 18 h: second read-out of Autophagy mod, no call of its own (marks repeat the call); toxicity, %; measured here: cell loss, nuclei count;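 cell loss after 18 h compound exposure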
# The depositor's hits bear a star; i = inactive; . = no result given.
SMILES,MT stabilize HCS,MT stabilize HCS Hoechst-high %,MT stabilize HCS cytotoxicity %,Autophagy mod,Autophagy mod cell loss 18 h,b-catenin transl,b-catenin transl cell count 5 µM,Dynein transport,Dynein transport cytoplasmic EGFP,Dynein transport nuclear GR-EGFP,Dynein transport cell count,WT yeast gro inh,WT yeast gro inh mutant strain,Hep lipid drop,Hep lipid drop cells 6.5 µM,XIAP displacement,Insulin prom up,Insulin prom up cell count,CSM14.1 death rescue
O=C(CCNC(=O)c1ccccc1Cl)Nc1ccc2c(c1)OCO2,1.7,2.3,5.1,i,-4,-2.8,1147,-0.38,0.89,0.18,0.63,4,-7,-15,720,-6.2%,0.5,877,-3.2%
COc1ccc(C)cc1S(=O)(=O)Nc1ccncc1,2.1,1.0,4.8,i,-12,1.5,1063,0.062,-0.36,-0.56,0.33,1,-14,4,730,-7.0%,-0.75,1340,-0.5%
CCSC1=C(C#N)C(c2ccc(Cl)cc2)C2=C(CCCC2=O)N1 (stereo not drawn),2.7,1.6,15,i,-6,1.0,965,-0.69,-0.22,-0.041,1.1,6,5,20,728,-9.4%,0.55,1373,-1.2%
O=C(COc1ccc([N+](=O)[O-])cc1)Nc1nnc(-c2cccnc2)s1,.,.,.,.,.,-2.0,1094,-0.33,-0.21,-0.13,0.51,.,.,-13,734,.,-0.46,1386,.
CC1Cc2ccccc2N1C(=O)CNc1cccc(S(=O)(=O)N2CCCC2)c1 (stereo not drawn),1.6,1.3,8.5,i,19,-1.3,1074,-0.71,-0.21,-0.35,-0.21,1,0,-32,664,-7.1%,-1.2,1597,2.5%
COc1cc(-c2n[nH]c(=S)n2-c2ccccc2C(F)(F)F)cc(OC)c1OC,.,.,.,.,.,-3.8,1267,-0.52,-0.099,-0.5,0.83,.,.,2,772,.,-1,1362,.
CCn1c(=O)cc(SCC(=O)N2CCCCC2)c2ccccc21,5.9,4.7,9.8,i,3,-2.1,976,3.3,-0.029,2.1,-2.2,19,7,.,.,-1.5%,-0.97,1149,-0.4%
c1nc(NC2CCCCCC2)c2[nH]cnc2n1,3.7,2.5,0.8,i,-1,-0.2,1090,0.83,-0.18,0.56,0.2,-13,-1,4,608,-8.0%,0.49,1392,.
Cc1ccc(-c2ccc(SCC(=O)NCC3CCCO3)nn2)cc1 (stereo not drawn),3.2,0.9,2.9,i,7,-1.4,1038,-0.045,-0.24,-0.18,0.17,-3,4,11,694,-3.0%,-1.3,1227,-1.1%
COc1ccc(C(=O)NC(=S)NCc2ccco2)cc1OC,1.0,1.5,5.3,i,-4,-1.3,1040,-0.37,-0.23,-0.7,0.5,15,19,-5,586,-1.6%,0.12,1862,-0.2%
Cc1ccc(Cl)c(OC(=O)c2nn(C(C)C)c(=O)c3ccccc23)c1,4.3,2.8,12,i,12,0.5,1022,-0.051,-0.13,0.043,-0.95,7,9,16,711,-7.3%,1.1,1412,-4.5%
CCOc1ccc(NC(=S)N=Nc2c(O)[nH]c3ccccc23)cc1,5.2,1.3,14,i,10,-1.4,1037,1.1,-0.3,0.15,-0.53,26,33,5,717,-4.9%,-0.24,1222,4.8%
COc1ccc(N=C2SC(CC(=O)Nc3cccc(Cl)c3)C(=O)N2Cc2ccco2)cc1 (stereo not drawn),2.1,3.1,6.5,i,0,1.9,971,-0.33,-0.28,-0.63,-0.048,34,9,-2,654,-8.9%,-0.34,1147,-0.6%
COc1cc(CN2CCSCC2)cc(OC)c1OC,3.2,2.5,6.9,i,5,-0.5,1045,-0.96,-0.21,-0.26,0.16,-8,-20,1,803,-1.1%,0.53,1217,-0.2%
CC(=O)Nc1ccc(NC(=O)CCC(=O)NCCO)cc1,6.1,3.5,7.7,i,-10,0.5,1141,-0.7,-0.29,-0.19,0.32,12,-4,.,.,-1.2%,0.98,1228,-1.4%
O=C1c2ccccc2C(=O)N1CC1c2ccccc2CCN1S(=O)(=O)c1cnc[nH]1 (stereo not drawn),5.6,2.2,8.4,i,-12,-1.3,1091,-1.1,-0.25,-0.28,0.83,4,-7,0,740,-1.3%,-0.49,1254,-0.5%
CC(C)(C)OC(=O)NNC1CC(=O)N(c2ccccc2F)C1=O (stereo not drawn),2.2,1.0,7.8,i,-21,1.0,1357,0.77,-0.24,-0.084,0.2,5,11,.,.,-0.5%,-0.16,1510,-1.5%
CC(C)NC[C@@H](O)c1ccc(O)c(O)c1,1.6,3.3,12,i,16,0.4,544,-0.31,-0.29,0.024,1.1,7,-17,6,739,-7.7%,.,.,-2.4%
COc1ccc(C(=O)NC(Cc2ccccc2)c2ccc3c(c2)OCCCO3)cc1 (stereo not drawn),2.0,1.6,6.5,i,-6,1.5,1084,0.16,-0.28,0.53,1.2,18,15,0,780,-4.6%,.,.,-0.7%
CCC(=NC(C)c1ccccc1)c1c(O)n(C)c(=O)n(C)c1=O (stereo not drawn),1.8,0.6,19,i,3,.,.,2.5,-0.022,2.2,-0.36,7,10,-50,706,1.1%,-6.4,797,.

# In the list so far, two contain a furan ring, fused or not:
SMILES,MT stabilize HCS,MT stabilize HCS Hoechst-high %,MT stabilize HCS cytotoxicity %,Autophagy mod,Autophagy mod cell loss 18 h,b-catenin transl,b-catenin transl cell count 5 µM,Dynein transport,Dynein transport cytoplasmic EGFP,Dynein transport nuclear GR-EGFP,Dynein transport cell count,WT yeast gro inh,WT yeast gro inh mutant strain,Hep lipid drop,Hep lipid drop cells 6.5 µM,XIAP displacement,Insulin prom up,Insulin prom up cell count,CSM14.1 death rescue
COc1ccc(C(=O)NC(=S)NCc2ccco2)cc1OC,1.0,1.5,5.3,i,-4,-1.3,1040,-0.37,-0.23,-0.7,0.5,15,19,-5,586,-1.6%,0.12,1862,-0.2%
COc1ccc(N=C2SC(CC(=O)Nc3cccc(Cl)c3)C(=O)N2Cc2ccco2)cc1 (stereo not drawn),2.1,3.1,6.5,i,0,1.9,971,-0.33,-0.28,-0.63,-0.048,34,9,-2,654,-8.9%,-0.34,1147,-0.6%

# Continuation:
SMILES,MT stabilize HCS,MT stabilize HCS Hoechst-high %,MT stabilize HCS cytotoxicity %,Autophagy mod,Autophagy mod cell loss 18 h,b-catenin transl,b-catenin transl cell count 5 µM,Dynein transport,Dynein transport cytoplasmic EGFP,Dynein transport nuclear GR-EGFP,Dynein transport cell count,WT yeast gro inh,WT yeast gro inh mutant strain,Hep lipid drop,Hep lipid drop cells 6.5 µM,XIAP displacement,Insulin prom up,Insulin prom up cell count,CSM14.1 death rescue
Cc1ccnn2c(-c3ccccc3)c3c(=O)n(C)c(=O)n(C)c3c12,1.8,2.4,23,i,1,-1.3,1153,2.1,1.4,1.7,0.95,5,10,1,740,-4.5%,2.2,1302,-1.3%
Cc1c2c(nc3c(C(=O)NC4CC4)cnn13)CCCC2,3.1,2.3,3.9,i,-1,-4.7,941,-0.54,-0.22,-0.15,0.74,-12,-20,.,.,-1.7%,-0.17,1514,-0.5%
Cc1ccc(S(=O)(=O)N(CC2CO2)c2ccccc2[N+](=O)[O-])cc1 (stereo not drawn),.,.,.,i,12,0.7,1545,0.82,0.13,0.79,-0.76,10,14,-14,664,-2.4%,.,.,1.5%
Cn1cc(C(=O)NCCO)c(=O)c2ccccc21,6.2,1.7,3.7,i,11,0.4,1041,-0.54,-0.27,-0.068,1.4,6,4,9,667,-5.4%,0.17,1301,1.3%
Cc1cc(S(=O)(=O)NC2CCCCC2)ccc1OCC(=O)NCC1CCCO1 (stereo not drawn),3.7,2.0,22,i,19,-7.5,1118,0.073,0.34,0.79,-1.4,13,-1,0,698,-4.3%,-0.08,1572,-0.4%
CCN(C(=O)/C=C/c1ccc2c(c1)OCO2)c1ccccc1,4.2,2.0,1.3,i,-2,0.5,1003,-0.43,-0.3,-0.29,0.22,-4,10,9,683,-6.5%,0.16,1367,-0.5%
Cc1cc(=O)[nH]c(N/N=C/c2ccc(OC(=O)c3ccco3)cc2)n1,4.4,3.4,9.4,i,-8,0.6,901,-0.32,-0.2,-0.28,0.44,-19,-10,13,685,-8.8%,-0.66,1265,0.0%
COc1ccc(NC(=O)CSc2ccccn2)cc1,1.9,0.1,16,i,2,.,.,0.75,-0.15,0.67,-0.028,-1,-7,-20,695,-10%,.,.,-1.1%
COc1ccccc1CNC(=O)COC(=O)c1ccc(S(=O)(=O)N2CCCC2)cc1,4.9,1.5,5.3,i,6,-1.3,827,-0.57,-0.17,-0.032,0.093,5,1,.,.,-6.7%,-5.2,811,-2.0%
O=C(c1ccccc1)N(Nc1ccccc1)c1ccccc1,2.1,2.5,8.5,i,-3,.,.,-0.43,-0.27,-0.11,0.16,4,-6,-4,734,-7.8%,0.06,925,-0.9%
CCc1ccccc1NC1=NCC(=O)N1Cc1ccc2c(c1)OCO2,5.6,3.1,9.3,i,-13,-0.7,1090,0.52,-0.093,0.38,-0.88,-11,-4,14,740,-5.4%,.,.,7.6%
CCN(CCCNC(=O)C1CCCN(S(=O)(=O)c2cnc[nH]2)C1)c1ccccc1 (stereo not drawn),6.9,1.5,5.4,.,.,-3.6,1107,0.63,-0.16,0.54,-0.72,6,3,7,619,-3.0%,-0.56,1861,-1.2%
CC(C)CC(=O)Nc1ccc(Oc2ccc(NC(=O)CC(C)C)cc2)cc1,2.3,1.9,6.6,i,26,2.3,975,0.1,-0.26,0.28,0.058,3,1,6,733,-1.3%,0.21,1163,0.8%
Cc1ccc(OCC(=O)OC2CCS(=O)(=O)C2)cc1 (stereo not drawn),2.1,1.5,14,i,66,-3.2,944,-0.5,-0.089,-0.17,0.2,3,-3,.,.,-1.8%,.,.,0.3%

# Assay outcomes deposited in PubChem BioAssay by several laboratories.
